KAT2A inh = GCN5L2 (KAT2A) acetyltransferase inhibition; AID 504327; GCN5L2 HAT assay, ThioGlo1 CoA-SH fluorescence; Potency, µM (series often up to 58.9 µM), inactives show at the highest dose activity change, negative = inhibition, usual class: inhibitors; Q92830; 390,000 tested, 0.21% active
Target sequence (Q92830 whole entry, looked up): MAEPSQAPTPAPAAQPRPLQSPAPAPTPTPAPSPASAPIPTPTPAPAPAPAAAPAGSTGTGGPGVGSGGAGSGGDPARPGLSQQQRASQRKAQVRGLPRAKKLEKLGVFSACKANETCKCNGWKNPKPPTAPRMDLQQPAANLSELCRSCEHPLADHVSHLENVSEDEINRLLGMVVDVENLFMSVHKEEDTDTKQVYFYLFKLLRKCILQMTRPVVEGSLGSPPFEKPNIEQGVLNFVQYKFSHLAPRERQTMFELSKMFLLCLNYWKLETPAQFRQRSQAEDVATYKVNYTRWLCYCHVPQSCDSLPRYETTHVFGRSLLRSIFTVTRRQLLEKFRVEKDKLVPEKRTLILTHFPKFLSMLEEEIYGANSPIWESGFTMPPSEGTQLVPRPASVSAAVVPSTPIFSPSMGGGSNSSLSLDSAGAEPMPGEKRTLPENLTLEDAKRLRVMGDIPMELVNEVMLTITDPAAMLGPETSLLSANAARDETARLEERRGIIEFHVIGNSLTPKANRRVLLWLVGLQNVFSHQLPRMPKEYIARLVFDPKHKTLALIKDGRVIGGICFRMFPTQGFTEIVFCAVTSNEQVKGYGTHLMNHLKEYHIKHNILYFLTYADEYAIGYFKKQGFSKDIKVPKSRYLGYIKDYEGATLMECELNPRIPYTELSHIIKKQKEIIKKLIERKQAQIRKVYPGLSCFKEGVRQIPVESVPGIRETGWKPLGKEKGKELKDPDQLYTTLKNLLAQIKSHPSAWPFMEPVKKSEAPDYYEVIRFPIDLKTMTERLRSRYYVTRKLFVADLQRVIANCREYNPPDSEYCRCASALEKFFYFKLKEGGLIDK
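GCN5L2 (20nM final) in 50mM HEPES, 0.1mM EDTA pH 7.5, 0.01% Tween-20 was preincubated 15 min at room temperature with compound, then given ThioGlo1 (50uM), H3(1-25) peptide (75uM) and acetyl-CoA (70uM); CoA-thiol fluorescence (Ex340/Em540) was read at 0 and 20 min.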
TDP1 cell noCPT = qHTS for Inhibitors of human tyrosyl-DNA phosphodiesterase 1 (TDP1): qHTS in cells in absence of CPT; DT40 Tdp1-/- hTDP1 cells, no CPT, ATP luminescence, 48 h; Potency, µM (top dose mostly 46.2 µM), for the others: at the highest dose activity change, negative = growth inhibition, hits mostly inhibitors; 420,000 tested, 15% active; further: nearly all actives have a fitted effect of over 55% in size
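Seeded 400 DT40-hTDP1 cells/well (vehicle DMSO, no 20 nM CPT); pinned compounds; ≥48 hr at 37 °C; CellTiter-Glo luminescence as viability measure.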
TDP1 cell CPT = DT40-hTDP1 cell growth loss with CPT; AID 686979; chicken DT40 Tdp1-/-;hTDP1 cells + 20 nM CPT, ATP luminescence, 48 h; Potency, µM (series often up to 46.2 µM), inactives show at the highest dose activity change, negative = growth inhibition, hits mostly inhibitors; 420,000 tested, 12% active; further: nearly all actives have a fitted effect of over 55% in size
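Cell growth measured by CellTiter-Glo luminescence after a minimum 48 h, 37 C compound exposure with 20 nM CPT in Tdp1-knockout DT40 cells stably expressing hTDP1, seeded 400/well; qHTS titration format.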
* = called active by the depositor; ? = inconclusive; / = no result given; & = joins results of further samples; ! = repeats disagree; [ ] = another dose, or the depositor's remark. The call rests on the fitted dose curve; in most records, active means well fitted curve in the direction sought with a large enough effect; inconclusive means small, poorly fitted or top-dose-only effect, or another doubt; inactive means no such curve, though single readings can be large; an effect the other way counts as inactive or inconclusive. On the % scale 0 is the no-effect control and ±100 the full control effect; potency means the concentration at half of the fitted maximal effect. Outcome played no part in choosing rows. About 18% of those tested had a hit in this group.

SMILES | KAT2A inh | TDP1 cell noCPT | TDP1 cell CPT
COc1ccc(CN2C(=O)CSCC2(C)C(=O)NC(C)C)cc1 (stereo not given) | / | -7% | 4%
CCCCCCn1cc(C(=O)O)c(=O)c2cc(F)c(N3CCN(C)CC3)cc21 | -7% | 18µM* | 16µM*
Cc1ccc(S(=O)(=O)N(C)CC(=O)NNC(=O)CCNS(=O)(=O)c2cccc(C)c2)cc1 | 0% | ? | 5%
Cc1cccc(C)c1NC(=O)C(=O)c1cn(C)c2ccccc12 | -7% | -24% | -28%
COc1ccc(NC(=O)c2cc([N+](=O)[O-])ccc2N2CCCCC2)cc1 | -7% | 21µM* | 21µM*
COc1ccc(CNC(=O)c2c[nH]c3ccccc3c2=O)cc1 | 1% | -18% | 0%
O=c1cc(CN2CCc3ccccc32)c2ccc(O)cc2o1 | -7% | -27% | -11%
COc1ccc(OCCC(=O)N2CCN(C)CC2)cc1 | 1% | 10% | 10%
O=c1oc2cc(OCc3nn[nH]n3)ccc2c2c1CCCC2 | -2% | 2% | 1%
CCC(CO)NC(=O)c1cc2c(s1)CCC2 (stereo not given) | -8% | 4% | -19%
CC1(C)N=C(c2cccc(F)c2)C(=O)N1 | 8% | -12% | -22%
CCCCN(CCCC)c1nn[nH]n1 | / | 0% | ?
Cc1c(OCC(=O)NCCN2CCOCC2)ccc2c3c(c(=O)oc12)CCC3 | -4% | -20% | 0%
Cc1cc(OCc2n[nH]c(=S)n2-c2ccccc2)ccc1Cl | -20% | -8% | 4%
Cn1c(=O)c2[nH]c(NCC3CCCO3)nc2n(-c2ccccc2)c1=O (stereo not given) | 0% | 6% | 12%
COC(=O)C1=C(C(=O)OC)C(c2cc(Br)ccc2O)c2sc(=O)[nH]c2S1 (stereo not given) | -2% | -13% | 9%
CCOC(=O)c1sc(NC(=O)CCCn2nc([N+](=O)[O-])cc2C)c(C(=O)OCC)c1C | 1% | ? | ?
CC(C)(C)c1ccc(S(=O)(=O)N2CCC(c3nc4ccc(Cl)cc4[nH]3)CC2)cc1 | -12% | ? | ?
CC(NC(=O)c1ccc(F)cc1)c1ccccc1 (stereo not given) | 1% | 0% | -1%
COc1ccc(CCNC(=O)C/C(C)=N/NC(=O)c2ccc([N+](=O)[O-])cc2Cl)cc1OC | -4% | -1% | -13%
O=C1C=CC(=O)N1c1ccc(OC(F)F)cc1 | ? | 0.65µM* | 0.41µM*
Cc1[nH]c2ccccc2c1/C=C/C(=O)c1ccccc1 | -5% | ? | ?
CCCCc1cc(=O)oc2cc(C)cc(OC(C)C(=O)NC(Cc3c[nH]c4ccc(O)cc34)C(=O)O)c12 (stereo not given) | -18% | -15% | 12%
Cc1ccc(N(CC(=O)NC2CCCC2)C(=O)CNC(=O)c2cccs2)c(C)c1 | -4% | -18% | -23%
N#Cc1ccc(NC(=O)COCc2cc(-c3ccco3)on2)cc1 | -1% | ? | ?
OCc1cnc(SCc2ccc(F)cc2)n1Cc1ccc(F)cc1 | 0% | ? | ?
CC(=O)NS(=O)(=O)c1ccc(NC(=O)CCC(=O)Oc2ccc(C)cc2)cc1 | -8% | 6% | 3%
O=C(CC1C(=O)N(c2ccccc2)C(=O)N1Cc1ccco1)Nc1ccccc1 (stereo not given) | -11% | -22% | -10%
CC1CCCN(C(=O)Nc2cccc(NC(=O)N3CCCC(C)C3C)c2)C1C (stereo not given) | 2% | ? | ?
CCC(C(=O)OC)n1nnc2sc(-c3ccccc3)cc2c1=O (stereo not given) | -17% | 15µM* | ?
COC(=O)c1sccc1NC(=O)c1c(F)c(F)c(F)c(F)c1F | / | ? | ?
Cc1ccc(Cn2c(=N)n(CC(=O)c3ccccc3)c3ccccc32)cc1 | -6% | 3.7µM* | 7.3µM*
CC(OC(=O)Cc1ccsc1)C(=O)Nc1ccc(C(N)=O)cc1 (stereo not given) | -6% | -23% | 14%
CCC(=O)Nc1cc(ON=C(C)C)cc([N+](=O)[O-])c1 | -2% | -2% | 11%
Cc1nnc(NC(=O)/C=C/c2ccco2)s1 | -3% | -4% | 3%
Clc1ccc(-n2cnnn2)cc1 | 2% | ? | 8%
COc1ccc(CN2CCN(S(=O)(=O)c3ccc(NC(C)=O)cc3)CC2)c(OC)c1OC | 8%&11% | ? | 16µM*
CCOc1ccc(C(=O)NC2CCN(S(C)(=O)=O)CC2)cc1 | -10% | -11% | -15%
COc1ccc(S(=O)(=O)N2CCCC2C(=O)Nc2ccc(O)cc2)cc1 (stereo not given) | -9% | ? | ?
COc1ccc2oc(C(=O)OCC(=O)NCc3ccco3)c(C)c2c1 | -7% | -27% | -3%
Cc1nc(NC(=O)COC(=O)c2cc3c(s2)CCC(C)C3)c(Cl)cc1Cl (stereo not given) | 25% | -4% | 10%
CC1CCCCN1C(=O)C1COc2ccccc2O1 (stereo not given) | -4% | -17% | 3%
Cc1c(C(=O)N2CCC(c3nc4ccccc4s3)CC2)oc2cc(Br)ccc12 | -10% | ? | ?
Cc1cc(N=Nc2ccccc2)cc(C)c1NC(=O)C(F)(F)F | / | ? | ?
O=C(CSc1nnc([C@@H]2CCCN2)o1)c1ccc(Cl)cc1 | -2% | -17% | ?
S=c1[nH]nc(-c2ccccc2)n1/N=C/c1cccc(Br)c1 | -7% | -4% | -14%
C=CCn1c(-c2cc3cccc(OC)c3o2)n[nH]c1=S | -5% | ? | ?
Cc1ccccc1N1CCN(CCCN2C(=O)CC(=C(c3ccccc3)c3ccccc3)C2=O)CC1 | -2% | 23µM* | ?
c1cncc(CNc2ncnc3ccc(-c4ccoc4)cc23)c1 | 28µM*! | ? | 10µM*
Cc1[nH]ccc(=O)c1OCc1ccc(Cl)cc1 | -5% | 8% | -4%
O=C(CCc1nnc(C2CCCCC2)o1)N1CCN(c2ccccc2F)CC1 | -16% | 27% | -18%
COc1ccc(CCN2C(=O)c3oc4cc(C)cc(C)c4c(=O)c3C2c2ccccc2F)cc1OC (stereo not given) | 0% | 2.9µM* | ?
Cc1c(Cl)cccc1NC(=O)Nc1nnc(N2CCCCCC2)s1 | -5% | -16% | -12%
O=C(COc1ccc(Br)cc1)OCC(=O)c1ccc[nH]1 | / | 8% | -3%
CCN(CC)C1CCN(C(=O)c2cnn(-c3nccc(-c4ccco4)n3)c2C(C)C)C1 (stereo not given) | / | 1% | -1%[9.04 µM]
CC(=O)c1ccc(NC(=O)CN2C(=O)CCc3ccccc32)cc1 | -10% | -25% | -14%
COC(=O)c1cc(NC(=O)c2ccc(Cn3cc(Cl)cn3)o2)cc(C(=O)OC)c1 | 0% | -4% | ?
COc1ccccc1N(C(=O)c1snc(C(N)=O)c1N)C(C(=O)NCCC(C)C)c1ccco1 (stereo not given) | -7% | -29% | ?
CCn1c(=O)n(CC2CCC(C(=O)NC(C)C)CC2)c(=O)c2sccc21 (stereo not given) | 1% | -4% | -3%
Cc1cc2c(SCC(=O)Nc3ccccc3O)ncnc2s1 | / | ? | 4%

(cont.)
SMILES | KAT2A inh | TDP1 cell noCPT | TDP1 cell CPT
CCOc1ccc(S(=O)(=O)NCCC(=O)NCC(c2cccs2)N2CCOCC2)cc1 (stereo not given) | -1% | -6% | 8%
O=C1CC(c2ccc3c(c2)OCO3)c2cc3c(cc2N1)OCO3 (stereo not given) | / | ? | -29%
CCCCCCCN1CCC(=O)N([C@H](CO)c2ccccc2)CC1 | -6% | -23% | -16%
CC1CCCCC1NC(=O)c1ccco1 (stereo not given) | 0% | 0% | -3%
CC(=C/C(=O)O)/C=C/c1ccco1 | -10% | 7.3µM* | 6.5µM*
O=C(O)CCC(=O)NNC(=O)CCC(=O)NCc1ccccc1 | -1% | -17% | -6%
COc1ccc(Cl)cc1CC1(C)C(=O)Nc2ccc(S(=O)(=O)NC3CCCCC3)cc21 (stereo not given) | / | ? | 23µM*
O=C(CCC(=O)c1ccc(Cl)s1)Nc1ncccc1O | 0% | 17% | -23%
COC(=O)c1ccccc1NC(=O)Cn1c(SC)c(F)cnc1=O | -4% | 1% | -4%
COc1ccc(CN(C)C(=O)c2oc3ccccc3c2CSC)cc1F | -5% | 21µM* | 23µM*
CS(=O)(=O)N(CC(=O)NCCSCc1ccccc1)c1ccccc1Br | -18% | ? | ?
O=C(c1ccc(F)cc1)C1CCN(Cc2cn[nH]c2-c2ccccc2)CC1 | -10% | ? | -2%
COC(=O)CN1C(=O)C(O)(CC(=O)c2cccc(Br)c2)c2ccccc21 (stereo not given) | -8% | ? | 29µM*
Cc1ccc(-n2c(=O)c3sccc3n(CC(=O)NCC3CCCO3)c2=O)cc1F (stereo not given) | -9% | 1% | 1%
CC(OC(=O)Cn1nnc2ccccc21)C(=O)NC1CCCC1 (stereo not given) | 0% | -4% | 16%
CN(C)Cc1nc2ccccc2c(=O)n1CC#N | 0% | 1% | 10%
O=C(COc1ccccc1)OCc1csc(Nc2ccccc2)n1 | -3% | 19% | -23%
C[C@H]1CN([C@@H](C)CO)C(=O)Cc2cc(NC(=O)CCC(F)(F)F)ccc2O[C@H]1CN(C)Cc1ccc(-c2ccccc2)cc1 | -17% | ? | ?
O=C(COC(=O)c1cnc(Cl)c(Cl)c1)NC1CC1 | -7% | -2% | 6%
C=CCn1c(SCC(=O)NC2CCCC2)nc2scc(-c3ccco3)c2c1=O | -8% | ? | ?
COc1cccc(N(CC(=O)NC2CCCC2)C(=O)CCCC(=O)Nc2ccccn2)c1 | -3% | -2% | -1%
COc1ccc(Oc2nc3c(c(=O)n(C)c(=O)n3C)n2Cc2ccccc2)cc1 | 0% | -29% | ?
COc1cccc(-c2nc(CS(=O)(=O)CC(=O)N3CCN(c4ccccn4)CC3)c(C)o2)c1 | -8% | ? | ?
CCN(Cc1ccccc1)C(=O)CS(=O)(=O)c1ccccc1 | -14% | -27% | -2%
COC(=O)c1ccc(CN2CCCC(C(=O)c3cc(F)ccc3OC)C2)cc1 (stereo not given) | -9% | -28% | ?
Cn1c(SCc2cccnc2)nc2c(c1=O)SCC2 | 0% | 8% | -3%
COc1ccc(C(CC(=O)N2CCCC(C)C2)c2c(OC)cc(OC)c3ccc(=O)oc23)cc1 (stereo not given) | ? | 18µM* | ?
CCCCCc1ccnc(CC(=O)c2ccc(OC)cc2)c1 | / | 8.2µM* | 8.2µM*
CCCCC1(C)Cc2ccccc2C(=S)N1 (stereo not given) | -5% | ? | 23µM*
C=Cc1ccc(CN2C(=O)N(c3ccc(CC)cc3)S(=O)(=O)c3ccccc32)cc1 | -4% | ? | ?
Cc1cc(=O)[nH]c2nnc(SCC(=O)Nc3ccc(F)cc3F)n12 | -7% | -3% | 8%
NS(=O)(=O)c1ccc(NC(=O)CCCCC(=O)Nc2ccc(S(N)(=O)=O)cc2)cc1 | 19% | 8% | -31%
COc1ccc(N2CCN(C(=O)C3CCN(S(=O)(=O)c4cnc[nH]4)CC3)CC2)cc1 | -2% | -11% | -22%
CC(=O)N1CCN(c2ccccc2NC(=O)c2ccc3ccccc3c2)CC1 | -6% | ? | -1%
O=C(NCCN1CCCC1)c1cc(-c2ccncc2)nc2ccc(S(=O)(=O)N3CCOCC3)cc12 | -6% | 3% | 6%
Cc1ccc(S(=O)(=O)NN2C(=O)/C(=C/c3cccc(F)c3)SC2=S)cc1 | -28% | 1% | -8%
